Compound activity as filed in PubChem BioAssay.
FLuc counter: counter-screen for miR-21 project: firefly luciferase inhibitors or activators. P08659. purified FLuc, Km substrates, luminescence inhibition. Potency, µM (series often up to 57.5 µM), for inactives: at the top dose activity change, negative = inhibition, actives largely listed as inhibitors. hit rate 6.9% among 360,000; active means well fitted inhibition curve with a large enough effect; inconclusive means small, poorly fitted or top-dose-only effect;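 further: plate controls were vehicle for no effect and reference inhibitor for full effect; nearly all actives have a fitted effect of over 55% in size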
Target sequence (P08659 whole entry, looked up): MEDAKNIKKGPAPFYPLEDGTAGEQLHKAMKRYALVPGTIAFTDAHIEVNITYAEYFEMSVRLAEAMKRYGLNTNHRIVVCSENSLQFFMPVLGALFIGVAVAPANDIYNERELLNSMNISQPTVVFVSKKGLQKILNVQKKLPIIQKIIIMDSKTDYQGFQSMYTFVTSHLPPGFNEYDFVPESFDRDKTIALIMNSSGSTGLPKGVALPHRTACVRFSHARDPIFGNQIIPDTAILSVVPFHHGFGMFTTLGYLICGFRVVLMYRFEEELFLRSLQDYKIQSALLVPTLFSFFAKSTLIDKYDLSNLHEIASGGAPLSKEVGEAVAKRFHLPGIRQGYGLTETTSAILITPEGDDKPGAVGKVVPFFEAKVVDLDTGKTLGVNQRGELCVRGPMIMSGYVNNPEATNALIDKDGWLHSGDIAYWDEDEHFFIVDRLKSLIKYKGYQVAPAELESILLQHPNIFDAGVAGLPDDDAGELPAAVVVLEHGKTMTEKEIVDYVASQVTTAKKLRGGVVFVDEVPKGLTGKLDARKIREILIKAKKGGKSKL
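Biochemical qHTS of compounds, final roughly 60 µM downward over six points, against 10 nM purified firefly luciferase using Km concentrations of substrates (10 uM D-luciferin, 10 uM ATP) in Tris acetate pH 7.5 buffer; luminescence output.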
The depositor's hits bear a star; ? = inconclusive. Potency means the concentration at half of the fitted maximal effect.

| smiles | FLuc counter |
| --- | --- |
| Cc1cccc(NC(=O)C(NS(=O)(=O)c2ccc3c(c2)oc(=O)n3C)C(C)C)c1 (stereo not drawn) | 3.3% |
| Fc1ccc(-n2cc(-c3ccccc3)c3c(NCCc4ccccc4)ncnc32)cc1 | -6.2% |
| CCc1ccc2nc(N3CCN(C(=O)c4ccco4)CC3)sc2c1 | 10.7µM* |
| CCOC(=O)N1CCc2c(sc3c2c(=O)n(-c2ccc(CC)cc2)c(=O)n3Cc2cccc(Cl)c2)C1 | -0.2% |
| COCCCNC(=O)CCCN1C(=O)CCn2nc(-c3cccn3C)cc21 | -0.7% |
| COc1cccc(C(=O)N2c3ccc(C)cc3C(C)(c3ccccc3)CC2(C)C)c1 (stereo not drawn) | -1.6% |
| CCCCNC(=O)CCCN1C(=O)c2ccccc2Sc2ncccc21 | -0.2% |
| O=C(CSc1n[nH]c(-c2ccccc2)n1)NCCc1ccccc1 | -16.1% |
| CCOc1ccc(-c2cc(C(F)(F)F)c(C#N)c(SCC(=O)Nc3ccccc3)n2)cc1 | -0.7% |
| CC(=O)N1CCc2c(sc3c2c(=O)n(-c2ccccc2Cl)c(=O)n3Cc2cccc(C)c2)C1 | 5.1% |
| Cc1cccc(NC(=O)N2CC=C(c3c[nH]c4ccccc34)CC2)c1C | -18.3% |
| Cc1cccc(-n2c(=O)c3c(c4cc(C)ccc4n3C)n(CC(=O)Nc3ccccc3C(F)(F)F)c2=O)c1 | -0.1% |
| CCOc1ccc(N2CC(c3nc(-c4cc(OC)c(OC)c(OC)c4)no3)CC2=O)cc1 (stereo not drawn) | 1.3% |
| COCCCNC(=O)c1nn(-c2ccc(C)cc2)nc1CO | -15.3% |
| Cc1ccc2oc3c(c(=O)c2c1)C(c1ccccc1F)N(CCCN(C)C)C3=O (stereo not drawn) | -5.6% |

Next part
| smiles | FLuc counter |
| --- | --- |
| CC(C)C12CN3CC(C(C)C)(CN(C1)C3c1ccc(Cl)cc1)C2=O (stereo not drawn) | 1.6% |
| Cc1cc(C)c(OCC(=O)N(Cc2ccco2)Cc2ccco2)c(C)c1 | -18.0% |
| O=C(NCc1ccco1)c1ccc2c(c1)N(Cc1ccccc1)C(=O)c1ccccc1S2 | -8.4% |
| CCN1CCN(c2oc(-c3ccc(COc4ccccc4C)o3)nc2C#N)CC1 | -7.9% |
| O=C(Nc1ccc(Cl)cc1)C1CCCN(S(=O)(=O)c2ccc3[nH]c(=O)ccc3c2)C1 (stereo not drawn) | -0.7% |
| COc1ccc(CCNc2oc(COc3ccc(Cl)cc3)nc2C#N)cc1OC | -7.4% |
| CCOC(=O)c1c(S(=O)(=O)N2CCC(C(=O)Nc3ccc(OCC)cc3)CC2)c(C)n(C)c1C | -3.6% |
| COc1ccc(NC(=O)Cn2c(SCc3ccc(F)cc3)nc3cccnc32)c(OC)c1 | ? |
| Cc1nn(CC(=O)Nc2ccc(C(C)C)cc2)c(=O)c2c(C)n(-c3ccc(Cl)cc3)nc12 | -16.5% |
| CCC1CN(C(=O)Nc2ccccc2F)c2cc(C)ccc2O1 (stereo not drawn) | -0.3% |
| CC(C)(C)OC(=O)N1CCC(c2c(C(=O)Nc3ccc4c(c3)OCCO4)cnn2-c2ccc(Cl)cc2)CC1 | -14.0% |
| COc1ccc(-n2nc3cc(C)c(NC(=O)c4ccc(-c5ccc(Cl)cc5)o4)cc3n2)cc1 | -15.9% |
| CCOC(=O)c1c(NC(=O)/C=C/c2ccc(OC)cc2)sc2c1CCC(C)C2 (stereo not drawn) | -5.0% |
| O=C(CSc1nccn1Cc1ccc(Cl)cc1)NCc1ccccc1 | -9.8% |
| COc1ccc(OC)c(NC(=O)c2cnc(N3CCCCC3)c3ccccc23)c1 | -3.9% |

The last 6 entries of the part above open the next one:
| smiles | FLuc counter |
| --- | --- |
| CCC1CN(C(=O)Nc2ccccc2F)c2cc(C)ccc2O1 (stereo not drawn) | -0.3% |
| CC(C)(C)OC(=O)N1CCC(c2c(C(=O)Nc3ccc4c(c3)OCCO4)cnn2-c2ccc(Cl)cc2)CC1 | -14.0% |
| COc1ccc(-n2nc3cc(C)c(NC(=O)c4ccc(-c5ccc(Cl)cc5)o4)cc3n2)cc1 | -15.9% |
| CCOC(=O)c1c(NC(=O)/C=C/c2ccc(OC)cc2)sc2c1CCC(C)C2 (stereo not drawn) | -5.0% |
| O=C(CSc1nccn1Cc1ccc(Cl)cc1)NCc1ccccc1 | -9.8% |
| COc1ccc(OC)c(NC(=O)c2cnc(N3CCCCC3)c3ccccc23)c1 | -3.9% |
| COc1ccccc1CNC(=O)c1cnc(SC)nc1C | 4.7% |
| COc1ccc(C(=O)N2CCCCC2CCN2CCCCC2)cc1 (stereo not drawn) | -0.5% |
| COc1cccc(NC(=O)CSC2=Nc3ccccc3C3=NC(CC(=O)NCCc4ccccc4)C(=O)N23)c1 (stereo not drawn) | -9.1% |
| COC(=O)c1sc2c(c1C)c(=O)n(-c1ccccc1)c(=O)n2CC(=O)Nc1cccc(C)c1 | 3.0% |
| Cc1ccc(NC(=O)CSc2nnc3[nH]c(=O)cc(C)n23)cc1Cl | ? |
| COc1ccc(C2CC(=O)N(Cc3ccccc3C)c3c2c(C)nn3-c2nc(C)cc(C)n2)c(OC)c1 (stereo not drawn) | 6.8% |
| CCc1cccc(NC(=O)CCNS(=O)(=O)c2ccc3c(c2)CCN3C(C)=O)c1 | 4.5% |
| COc1cc(NC(=O)Cn2nc(C(F)(F)F)c3c2CCCC3)c(OC)cc1Cl | -1.3% |
| CN(C)c1ccc(CNC(=O)c2ccc(Cn3c(SCc4ccccc4)nc4cccnc43)cc2)cc1 | 2.69µM* |
| CNC(=O)c1c(NC(=O)c2nc(SCc3ccc(C)cc3)ncc2Cl)sc2c1CCCC2 | -1.2% |
| O=C(Cn1c(-c2cccs2)cc2cc(F)ccc21)NCCCN1CCN(c2ccccc2F)CC1 | -8.6% |
| Cc1[nH]c2ccccc2c1C(=O)C(=O)NC1CC(=O)N(c2ccccc2)C1 (stereo not drawn) | 5.1% |
| CCc1ccc(NC(=O)CSc2nccn2-c2ccc(OC)cc2)cc1 | -3.1% |
| O=C(Nc1c(C(=O)c2ccc(Cl)cc2)oc2ccccc12)c1cc(=O)c2ccccc2o1 | 4.7% |
| COc1cccc(OCCCn2c(-c3ccc(Cl)cc3)nc3ccccc3c2=O)c1 | -1.9% |

Carrying on:
| smiles | FLuc counter |
| --- | --- |
| CC(=O)Nc1ccc(C2Nc3c(C)cc(C)cc3-c3cc(C)nn32)cc1 (stereo not drawn) | -11.2% |
| COCCNC(=O)c1c(NC(=O)Cc2coc3cc(C)ccc23)sc2c1CCCC2 | ? |
| N#Cc1ccccc1-c1csc(N2CCC(C(N)=O)CC2)n1 | -18.8% |
| CCCN(CCC)C(=O)c1nn(C)c2c1CSc1ccccc1-2 | -1.6% |
| CCOC(=O)c1sc(NC(=O)c2nc3ncccn3n2)c(C(=O)OC)c1C | -1.2% |
| COc1ccc(C2c3c(n(C)c4ccccc34)C(=O)N2CC(=O)Nc2cccc(F)c2)cc1 (stereo not drawn) | -7.8% |
| CN1C(=O)c2ccccc2Sc2ccc(NC(=O)NCc3cccc(Cl)c3)cc21 | 2.6% |
| Cc1ccc(-n2nc(C)c3c(C(F)(F)F)cc(-c4cccnc4)nc32)cc1C | 0.2% |
| COc1cc(NC(=O)CSc2nc(C)c(C(=O)Nc3ccccc3)c(-c3ccc(OC)c(OC)c3)c2C#N)c(OC)cc1Cl | 1.2% |
| COC(=O)c1ccc2c(=O)n(CCCCCC(=O)N3CCN(c4ccc(OC)cc4)CC3)c(=O)[nH]c2c1 | 0.3% |
| COc1ccc(Cl)cc1NC(=O)Cn1ccn(-c2cc(C)cc(C)c2)c(=O)c1=O | 4.0% |
| COc1ccc(CCNC(=O)c2ccc3c(c2)CCN3S(=O)(=O)c2ccc(Cl)cc2)cc1 | -6.4% |
| COC(=O)c1sccc1S(=O)(=O)N(CC(=O)Nc1cc(F)ccc1F)c1ccc(C)c(C)c1 | -3.1% |
| Cc1ccc(C)c(N2CCN(CCCNC(=O)c3cnn(-c4ccc(F)cc4)c3C3CCN(C(=O)OC(C)(C)C)CC3)CC2)c1 | 6.1% |
| CCCC(=O)NC(C)c1nc2ccccc2n1Cc1ccccc1 (stereo not drawn) | 0.9% |

The listing continues:
mol | FLuc counter
Cc1sc2c(c1C)c(=O)n(-c1ccc(Cl)cc1)c(=O)n2Cc1cc(=O)n2cc(Br)ccc2n1 | 1.3%
Cc1ccc(C)c(Cn2c(C)c(CNCc3ccc(F)cc3)c(C(=O)O)c2C)c1 | -10.6%
Cc1ccc(-n2nc3c(N4CCC(C(=O)N5CCCCC5)CC4)nnc(C)c3c2C)cc1 | -7.8%
Cc1ccc2nc(-c3ccc(C)o3)c(Nc3ccc4c(c3)OCCO4)n2c1 | 21.3µM*
Cc1ccccc1-c1nc(CN2CCC(C(=O)NCCc3ccccc3)CC2)c(C)o1 | -12.6%
O=C(NCc1noc2ccccc12)N1CCN(c2ccccc2)CC1 | -1.5%
CCOC(=O)c1c(S(=O)(=O)N2CCCC(C(=O)Nc3cc(C)ccn3)C2)c(C)n(C)c1C (stereo not drawn) | -3.0%
Cc1ccc2[nH]cc(C(c3ccccc3)c3ccc(Cl)s3)c2c1 (stereo not drawn) | -1.3%
COc1ccc(/C=C/C(=O)Nc2sc(C)c(C)c2C(=O)O)cc1 | 1.35µM*
CCN(Cc1ccccc1)Cc1c(O)ccc2oc(C)c(C(=O)Nc3ccc(C)cc3C)c12 | -5.0%
CC(C)CCNC(=O)C1CCN(c2nc3ccc(Cl)cc3[nH]2)CC1 | -13.8%
Cc1ccc(N2CCN(c3cc(C)nc4c(-c5ccc(Cl)cc5)c(C)nn34)CC2C)cc1 (stereo not drawn) | -2.8%
O=C(COc1ccc(Cl)cc1)Nc1nnc(S(=O)(=O)N2CCc3ccccc32)s1 | -5.4%
O=C1CC(c2nc(-c3ccc(Cl)cc3)no2)CN1c1ccc2c(c1)OCCO2 (stereo not drawn) | -12.4%
CCc1ccc2c(c1)-c1ccccc1S(=O)(=O)N2CC(=O)N1CCCCC1 | ?
CC(=O)c1c(C)n(S(=O)(=O)c2ccc(Cl)cc2)c2ccc(NS(=O)(=O)c3ccc(Cl)cc3)cc12 | 0.8%
Cc1ccc(-c2nc(NC(=O)CSc3ncnc4sc5c(c34)CCC(C)C5)ns2)cc1 (stereo not drawn) | -2.1%
Cc1ccc(-n2ncc3c(N4CCCCCC4)ncnc32)cc1 | 0.12µM*
CCc1nnc(SCC(=O)Nc2ccc(Cl)cc2F)c2cc3occc3n12 | 1.5%
CCCN(CCC)C(=O)Cn1c(=O)n(CCCCCC(=O)NCc2ccc3c(c2)OCO3)c(=O)c2sccc21 | -12.8%
Cc1cc(C)c(Nc2nn3c(=O)c4cc5c(cc4nc3s2)OCO5)c(C)c1 | ?
CCc1ccc(C(=O)c2cn(Cc3ccc(F)cc3)c3cc(OC)c(OC)cc3c2=O)cc1 | -0.7%
COC(=O)c1ccc(NC(=O)CC2C(=O)N(c3ccccc3)C(=O)N2Cc2cccs2)cc1 (stereo not drawn) | ?
CC1CN(C(=O)CCC(=O)NCc2cccc(Cl)c2)c2ccccc2S1 (stereo not drawn) | -14.4%
CCOc1ccc(CNC(=O)c2ccc3c(c2)N(Cc2ccccc2)CCS3)cc1 | -8.7%

Next part.
mol | FLuc counter
O=C(NCCc1ccccc1)c1ccc2c(c1)N(Cc1ccc(F)cc1)C(=O)c1ccccc1S2(=O)=O | -0.8%
Cc1cc(C)cc(OCCCn2c(-c3ccc(Cl)cc3)nc3ccccc3c2=O)c1 | -5.2%
CC1CN(C(=O)Nc2ccc(C(=O)NCCc3ccccc3)cc2)c2ccccc2S1 (stereo not drawn) | -10.0%
CCC(=O)N1c2ccccc2CC1C(=O)NCc1ccccc1Cl (stereo not drawn) | -1.4%
CN1CCN(Cc2c(O)ccc3cc(-c4ccc(Cl)cc4)c(=O)oc23)CC1 | -10.4%
O=C(NCCc1ccccc1Cl)c1cc2ccccn2n1 | 12µM*
Cc1ccc2ncc3c(-c4ccc(F)cc4)nn(-c4cccc(F)c4)c3c2c1 | -5.2%
CCOc1ccc(NC(=O)CSc2nc3c(c(=O)[nH]2)CCCC3)cc1 | -2.0%
CCN(CC)C(=O)c1c(-c2ccccc2)c(-c2ccccc2)nn(C)c1=O | -6.2%
COc1cccc(N2CC(NC(=O)c3cc4ccccc4o3)CC2=O)c1 (stereo not drawn) | -7.0%
Cc1ccccc1CN1CCc2nc(N3CCN(c4ccccn4)CC3)ncc2C1 | 6.6%
CCCSc1ncc(Cl)c(C(=O)Nc2nc3ccc(C)cc3s2)n1 | 1.5%
COc1ccc(NS(=O)(=O)c2ccc3[nH]c4c(c3c2)CCCCC4)cc1 | ?
COC(=O)c1ccc(NC(=O)CCc2c(C)nn(-c3ccc(N4CCCCC4)nn3)c2C)cc1 | 9.53µM*
O=C(NCCc1ccccc1)C1CCC(CNS(=O)(=O)c2ccc(Cl)cc2)CC1 (stereo not drawn) | -6.5%
CCc1ccc(NC(=O)Cn2ccn(-c3ccc(C)c(C)c3)c(=O)c2=O)cc1 | -0.9%
COc1ccc(-n2c(-c3ccccc3F)nc3c(cnn3-c3ccc(C)cc3)c2=O)cc1 | -8.4%
CCc1ccc(N(C)S(=O)(=O)c2ccc3[nH]cc(C(=O)NCC4CCCO4)c(=O)c3c2)cc1 (stereo not drawn) | ?
CCOc1ccc(/C=C/c2nc(C#N)c(N3CCCCC3)o2)cc1 | 1.7%
COc1ccc(-c2nnc(SCc3cc(=O)c4cc(C)cc(C)c4[nH]3)n2C)cc1 | -9.5%
COc1ccc(-n2nc(C(=O)Nc3cc(OC)c(OC)c(OC)c3)c(=O)n(C)c2=O)cc1 | -5.2%
COc1cccc(-n2cc(C(=O)Oc3ccc(F)cc3)c3ccccc3c2=O)c1 | -3.1%
CCOC(=O)c1cnc2ccc(OC)cc2c1Nc1ccc(OCc2ccccc2Cl)cc1 | -8.4%
CC(NC(=O)Cn1c(=O)oc2cc(S(=O)(=O)N3CCCCCC3)ccc21)c1ccccc1 (stereo not drawn) | 5.0%

Not all compounds are listed; count on the stated rates, not on these rows.
